# Growth percent in the NCI-60 one-dose screen (48 h, 10 µM unless noted): 100 = growth as untreated, 0 = no growth, -100 = all killed.
# SNB-75: SNB-75 CNS cancer. 79,000 compounds, 5% hits. AID 1794750
# SNB-19: SNB-19 CNS cancer cells; 81,000 compounds, 2.5% hits; AID 1794751
# U251: U251 CNS tumor cells. 80,000 compounds, 5.4% hits. AID 1794753
# SF-295: SF-295 CNS cancer cells. 79,000 compounds, 5.6% hits. AID 1794758
# NCI-H23: NCI-H23 lung cancer | 80,000 compounds, 4% hits | AID 1794731
# CAKI-1: CAKI-1 renal cancer; 75,000 compounds, 4.7% hits; AID 1794772
# SF-539: SF-539 CNS cancer; 81,000 compounds, 6.8% hits; AID 1794752
# SF-268: SF-268 CNS cancer cells | 82,000 compounds, 3.1% hits | AID 1794759
# A498: A498 renal cancer cells; 76,000 compounds, 5.4% hits; AID 1794774
# * marks the source's active call; other numbers are inactive results; · = no result given. How the source made its calls: active means growth percent below 10; inactive means the rest.
# Preview, 6 compounds:
SMILES,SNB-75,SNB-19,U251,SF-295,NCI-H23,CAKI-1,SF-539,SF-268,A498
Cc1ccc(C(=O)N(C(C)C)C(C)C)cc1,88,96,103,105,100,97,96,97,60
CC(C)=NNC(N)=S,93,94,88,85,78,83,108,91,98
CN1CCCC1=O,89,92,101,96,106,81,91,120,119
C[C@@H]1CC[C@@]2(OC1)O[C@H]1C[C@H]3[C@@H]4CC=C5C[C@@H](O[C@@H]6O[C@H](CO)[C@@H](O[C@@H]7O[C@@H](CO)[C@H](O)[C@H]7O)[C@H](O)[C@H]6O[C@@H]6O[C@@H](C)[C@H](O)[C@@H](O)[C@H]6O)CC[C@]5(C)[C@H]4CC[C@]3(C)[C@H]1[C@@H]2C,-94*,-82*,-98*,-92*,-96*,-93*,-99*,-55*,-96*
O=C(Nc1ccc2oc(=O)ccc2c1)c1ccc(-c2ccc(Cl)c(Cl)c2)o1,92,101,93,102,98,88,91,85,101
N#Cc1nc(-c2ccc(Cl)cc2)oc1N1CCC(S(=O)(=O)N2CCOCC2)CC1,94,92,102,102,96,90,94,97,102

# The list itself (from the top)
SMILES,SNB-75,SNB-19,U251,SF-295,NCI-H23,CAKI-1,SF-539,SF-268,A498
Cc1ccc(C(=O)N(C(C)C)C(C)C)cc1,88,96,103,105,100,97,96,97,60
CC(C)=NNC(N)=S,93,94,88,85,78,83,108,91,98
CN1CCCC1=O,89,92,101,96,106,81,91,120,119
C[C@@H]1CC[C@@]2(OC1)O[C@H]1C[C@H]3[C@@H]4CC=C5C[C@@H](O[C@@H]6O[C@H](CO)[C@@H](O[C@@H]7O[C@@H](CO)[C@H](O)[C@H]7O)[C@H](O)[C@H]6O[C@@H]6O[C@@H](C)[C@H](O)[C@@H](O)[C@H]6O)CC[C@]5(C)[C@H]4CC[C@]3(C)[C@H]1[C@@H]2C,-94*,-82*,-98*,-92*,-96*,-93*,-99*,-55*,-96*
O=C(Nc1ccc2oc(=O)ccc2c1)c1ccc(-c2ccc(Cl)c(Cl)c2)o1,92,101,93,102,98,88,91,85,101
N#Cc1nc(-c2ccc(Cl)cc2)oc1N1CCC(S(=O)(=O)N2CCOCC2)CC1,94,92,102,102,96,90,94,97,102
Cn1c(=O)[nH]c(=O)c2nc(/C=C/c3cn(-c4ccccc4)nc3-c3ccccc3)c(=O)[nH]c21,89,102,101,102,106,97,101,93,103
CCCOC(=O)c1ccc2c(c1)[N+](=O)C(C(=O)Nc1ccccc1)=C(C)[N+]2=O,80,88,·,·,81,95,113,98,101
COc1ccc(C2=NN(C(=O)c3cc(-c4ccc(Cl)cc4)nc4ccccc34)C(c3cc(-c4ccccc4)nn3-c3ccccc3)C2)cc1 (stereo not given),81,72,68,77,86,·,89,68,84
CCC(COC(=O)c1ccccc1)NC1CCCC1 (stereo not given),92,99,99,·,110,109,104,110,100

# Arranged by molecular weight (lowest first): part of the list above.
SMILES,SNB-75,SNB-19,U251,SF-295,NCI-H23,CAKI-1,SF-539,SF-268,A498
CN1CCCC1=O,89,92,101,96,106,81,91,120,119
CCCOC(=O)c1ccc2c(c1)[N+](=O)C(C(=O)Nc1ccccc1)=C(C)[N+]2=O,80,88,·,·,81,95,113,98,101
N#Cc1nc(-c2ccc(Cl)cc2)oc1N1CCC(S(=O)(=O)N2CCOCC2)CC1,94,92,102,102,96,90,94,97,102

# (further entries)
SMILES,SNB-75,SNB-19,U251,SF-295,NCI-H23,CAKI-1,SF-539,SF-268,A498
Oc1ccccc1-c1nnc(Cn2c(Cc3cccc4ccccc34)nc3ccccc32)o1,89,87,99,94,91,94,98,97,106
CCCCCN(CCCCC)C(C)C(O)c1ccc2cc(Br)c3ccccc3c2c1 (stereo not given),97,99,90,102,82,90,109,93,85
CCC(CC)C(O)(C(=O)O)C(CC)CC,92,104,93,96,98,93,98,98,97
CCOC(=O)N1CCc2c(sc3nc(-c4ccccc4)nc(OCc4cn(C5OC(COC(C)=O)[C@H](OC(C)=O)[C@H](OC(C)=O)[C@@H]5OC(C)=O)nn4)c23)C1 (stereo not given in full),54,66,70,89,100,·,85,74,70
Fc1ccc(Nc2nnc(-c3cc(F)c(F)c(F)c3)o2)cc1,110,94,99,102,104,96,108,107,121
CCOC(=O)N1CCN(CCCOc2cccc(N(CC)CC)c2)CC1,90,100,89,96,91,88,105,96,85
Cc1ccc[n+](CC(=O)c2ccc3ccccc3c2)c1,116,109,102,112,105,93,110,104,102
Oc1ccc(-c2cnc(-c3ccccc3)[nH]2)c(O)c1,94,98,110,·,108,·,107,100,110
NCCCCn1c(SCCc2c[nH]c3ccccc23)nnc1-c1ccc2ccccc2n1,0.1*,19,-85*,-83*,11,-9.3*,-99*,42,99
Fc1cc(Br)ccc1-n1cnc2c(Nc3ccccn3)nc(Cl)nc21,79,94,99,92,102,69,102,95,107
CCOC(=O)c1c(NCC(=O)Nc2ccc(Cl)cc2[N+](=O)[O-])sc2c1CCCC2,71,94,96,101,93,88,87,89,71
CCCCCC(=O)Nc1ccc(S(N)(=O)=O)cc1,83,93,102,102,100,118,100,115,101
O=C(NC1CC1)c1cnn2c1NC(c1ccc(F)cc1)C2 (stereo not given),86,100,97,100,106,86,97,97,·
OC(c1ccccc1)c1ccccn1 (stereo not given),87,100,96,101,107,·,98,102,98
CC(=O)N1CCN(C(=O)Cn2c(-c3ccc(C)cc3)csc2=N)CC1,82,100,85,·,96,82,100,101,81
O=[N+]([O-])c1ccc(C=Nc2c(-c3ccccc3)no[n+]2[O-])o1,94,88,95,103,85,90,99,101,103
CC(=O)O[C@H]1[C@H](O)C[C@]2(C)[C@H]3[C@H](O)C[C@@H]4C5=CC(C)(C)CC[C@]5(C)CC[C@@]4(C)[C@]3(C)CC[C@H]2C1(C)C,92,107,96,98,99,·,103,99,116
CCOC(=O)C1=C(C)N=C2Sc3cc(Cl)ccc3N2C1c1ccccn1 (stereo not given),92,96,82,97,93,83,100,103,·
O=c1[nH]c2ccccc2c(=O)c2ccccc12,115,114,113,·,100,105,113,101,75
COC(=O)N1CCc2cc(O)c(OC)cc2C1(C)Cc1ccccc1 (stereo not given),96,95,99,99,105,82,103,102,96
O=C(NC(=S)Nc1cc(-c2cccs2)[nH]n1)c1ccco1,86,91,88,96,92,86,93,93,55
Nc1ncc(Cl)cc1[N+](=O)[O-],92,94,107,109,107,108,104,108,97
CN(C)C(C#N)C(=O)c1ccccc1 (stereo not given),94,104,·,97,·,96,100,102,89
Oc1[nH]c2ccccc2c1N=Nc1n[nH]c(=S)n1/N=C/c1cc(-c2ccccc2)cs1,70,100,113,106,93,78,100,97,105
CCSc1nc(N)c2c(-c3ccc(OC)cc3)c3c(nc2n1)C(C)CCC3 (stereo not given),110,87,84,95,100,140,103,97,105
CC1(C)CCCC2(C)C(OCCO)=CC(=O)C=C12 (stereo not given),105,105,109,97,104,99,127,120,119
COc1ccc(NC(=O)COc2ccccc2C2c3sc(=O)[nH]c3SC3C4CC(C5C(=O)N(C(C)C(=O)O)C(=O)C45)C23)cc1 (stereo not given),124,94,101,101,·,98,99,104,118
CCOC(=O)c1cccnc1Nc1ccc(N=C2C(=O)Nc3ccccc32)cc1,81,98,102,100,94,80,93,95,103
COc1ccc(NC(=O)NNc2ccc(-c3ccccc3)nn2)cc1,86,99,94,101,104,94,94,97,88
CN(C)c1ccc(/C=C/C(=O)c2ccccc2)cc1Br,92,84,·,107,85,91,93,94,98
OCCCN1CCN(CCO)CC1,97,95,·,101,104,103,106,104,70
CCC1(CC)NC(=S)NC1=S,109,102,108,110,106,99,107,100,85
CSc1nc(C)c(C(=O)CCN2CCOCC2)s1,94,·,112,100,98,92,94,100,108
O=C(NC(=S)Nc1cc(Cl)ccc1O)c1cccc(Br)c1,76,74,52,17,64,37,72,66,86
O=C1NC(=O)[C@H](CC(=O)n2cnc3ccccc32)N1,68,97,·,103,98,86,95,97,81
COc1ccc(/C=C2/OC(=O)C(C(C)=O)=C2O)cc1,72,96,96,92,105,107,97,98,99
Nc1cccc(OCCOc2ccc([N+](=O)[O-])cc2)c1,86,95,·,98,·,95,107,86,76
COc1ccc(S(N)(=O)=O)cc1,83,98,97,97,93,89,111,109,·
CN(C)c1ccc(N(C)C)c(C(O)(c2ccccc2)c2ccccc2)c1,82,94,93,103,84,84,113,116,93
COc1cc2oc(-c3cccc(NC(=O)c4ccc(C(F)(F)F)cc4)c3)cc(=O)c2c(OC)c1OC,82,76,77,81,87,94,70,70,112
COCCCNCCOC(=O)c1ccc(N)cc1,120,99,97,104,95,·,107,104,76
O=C(/C=C/c1ccco1)c1ccc(OCc2nnc(-c3ccc(Cl)cc3)o2)cc1,90,106,·,74,99,89,109,103,112
CCOc1cc(C#N)ccc1OC(C)=O,101,98,100,107,103,102,110,106,·
CC1(C)N=C(N)NC(Nc2ccccc2)=N1,97,96,106,104,101,106,93,107,107
O=C(O)CCCc1cccc2c1CCCC2,91,99,95,92,101,93,98,110,74
N#C/C(=C/c1cccc([N+](=O)[O-])c1)C(N)=O,113,101,118,129,120,121,99,120,94
Cc1ccc(-c2nc3sc(C)cn3c2/C=C/C(=O)c2c(F)cccc2F)cc1,102,102,102,107,104,100,100,104,88
C=C(C)[C@@H]1CC[C@]2(C(=O)O)CC[C@]3(C)[C@H](CC[C@@H]4[C@@]5(C)CC/C(=N\OCCC#N)C(C)(C)[C@@H]5CC[C@]43C)[C@@H]12,97,83,90,96,75,70,90,79,83
Cc1ccc2nc(-c3ccc(N4C(=O)/C(=C/c5ccc(Cl)cc5)N=C4c4ccccc4)cc3)sc2c1,108,92,83,63,89,76,91,70,83
Cc1nn(-c2ccccc2)c2ncnc(N/N=C/c3cccc([N+](=O)[O-])c3)c12,77,87,85,104,96,88,101,87,67

# The list goes on.
SMILES,SNB-75,SNB-19,U251,SF-295,NCI-H23,CAKI-1,SF-539,SF-268,A498
Cc1cc2nc3ccc(N=Nc4ccc(N(C)C)cc4)cc3n(-c3ccccc3)c-2cc1=N,-84*,-94*,-69*,-89*,-46*,-97*,-89*,-78*,-47*
Cc1cc2c3ccc(C)[n+](C)c3ccc2n1C,68,31,12,26,23,58,67,19,·
O=C(O)CC1CCN(c2ccc3nnc(Cl)n3n2)CC1,85,100,110,102,94,96,102,100,90
COc1cc(/C=C/C(=O)c2cc(OC)c(OC)c(OC)c2)ccc1OCc1ccc(F)cc1,8.7*,50,34,55,·,46,9.2*,58,·
COc1ccc(C(=O)c2cc(F)c(F)c(OC)c2F)c(OC(=O)CCl)c1OC(=O)CCl,85,78,84,94,86,·,82,92,80
Cc1nc2ccc(Cl)cn2c1-c1nnc(SCC(=O)c2ccccc2)o1,95,96,97,101,96,104,105,111,100
NCCCNc1nc2ccc(Cl)cc2c2c(=O)c3cc(F)ccc3sc12,54,77,38,103,83,24,71,53,23
COc1ccc(-c2nc(SCC(=O)NCCc3ccc(S(N)(=O)=O)cc3)[nH]c(=O)c2C#N)cc1,112,104,104,105,·,106,96,109,113
CC(C)(C)OC(=O)N1C=CC(=O)[C@@H](O[Si](c2ccccc2)(c2ccccc2)C(C)(C)C)[C@H]1/C=C/c1ccccc1,90,84,71,66,66,83,93,89,84
C=C(Cn1cc(-c2cccc(O)c2)nn1)[C@@H]1CC[C@]2(COC(C)=O)CC[C@]3(C)[C@H](CC[C@@H]4[C@@]5(C)CCCNC(C)(C)[C@@H]5CC[C@]43C)[C@@H]12,32,77,73,97,89,40,72,69,58
N#Cc1c(-c2ccco2)cc(-c2cccc(OCC(=O)O)c2)[nH]c1=O,92,92,111,90,94,71,89,93,69
Cc1cc(C2(c3cc(C)c(O)c(Br)c3)OS(=O)(=O)c3ccccc32)cc(Br)c1O,93,101,106,91,104,107,108,106,108
CC1OC(n2c3ccccc3c3c4c(c5c6ccccc6[nH]c5c32)C(=O)N(CCN[C@H]2CCC[C@@H]2N)C4=O)CC(O)C1O (stereo not given in full),24,17,14,26,34,86,35,34,78
Cc1cc(Cc2cc(C)cc(C(C)(C)C)c2O)c(O)c(C(C)(C)C)c1,69,48,32,6.5*,23,31,62,49,90
CC(C)Sc1nc(Cl)c(C#N)c(-c2ccc(F)cc2)n1,97,113,93,108,100,104,97,106,100
CCCCC(O)Cn1ncc(C(=O)OCC)c1NC(=O)Nc1cccc(F)c1 (stereo not given),76,94,101,94,109,80,98,101,·
Oc1cc(Nc2ccnc3cc(Cl)ccc23)c2ncccc2c1,53,78,77,108,74,86,94,74,100
CNC(=O)c1cc(Oc2ccc3nc(NC(=O)Nc4ccc(Cl)c(C(F)(F)F)c4)sc3c2)ccn1,-59*,34,-9.7*,-11*,16,53,-2.9*,22,30
O=c1nc(Nc2ccccc2O)sc2ccccc12,57,81,94,88,82,81,84,75,128
c1coc(-c2c3ccc(=[N+]4CCCCC4)cc-3oc3cc(N4CCCCC4)ccc23)c1,-68*,-93*,-85*,-75*,-85*,-83*,-93*,-83*,-66*
O=C(NCCCNS(=O)(=O)c1ccc(Cl)cc1)Nc1ccc(-n2cc(-c3ccncc3)c(-c3ccc(Cl)c(O)c3)n2)cc1,62,51,38,2.4*,42,·,48,49,50
O=C1Cc2ccccc2C1=O,76,98,105,109,104,102,103,101,91
Nc1nc(-c2cccc(F)c2)nn1-c1nc2ccccc2s1,74,87,74,97,92,91,70,89,120
O=C(O)c1ccc(NC(=O)N2CCN(C(=O)Nc3ccc(C(=O)O)c(O)c3)CC2)cc1O,106,114,105,111,98,·,103,105,119
COc1ccc(-c2cncn2-c2ccc(-c3nc4ccc(F)cc4s3)cc2)cc1N,·,93,100,96,112,114,91,107,·
CCOC(=O)c1sc(-c2ccc(OS(=O)(=O)C[C@]34CCC(CC3=O)C4(C)C)c(C=O)c2)nc1C,-2.8*,18,-9.7*,26,28,0.9*,43,15,-2.4*
CCOc1ccccc1-c1nc2ccccc2s1,·,110,93,115,95,108,101,111,101

# Source: PubChem
